TRPC6 inh – blocks the mouse TRPC6 cation channel | 1.1% of 310,000 active | AID 2553 | HEK293-TRPC6, membrane potential dye, ACh-evoked depolarization; stronger effect = lower value | B-score at 10 µM;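 active = B-score under library mean minus 3 SD, initial fluorescence not abnormally high, positive integrated signal ratio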;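 note: B-score derived from integrated fluorescence ratio over the kinetic read; more negative B-score means stronger inhibition of depolarization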
Target sequence (Q61143 whole entry, looked up): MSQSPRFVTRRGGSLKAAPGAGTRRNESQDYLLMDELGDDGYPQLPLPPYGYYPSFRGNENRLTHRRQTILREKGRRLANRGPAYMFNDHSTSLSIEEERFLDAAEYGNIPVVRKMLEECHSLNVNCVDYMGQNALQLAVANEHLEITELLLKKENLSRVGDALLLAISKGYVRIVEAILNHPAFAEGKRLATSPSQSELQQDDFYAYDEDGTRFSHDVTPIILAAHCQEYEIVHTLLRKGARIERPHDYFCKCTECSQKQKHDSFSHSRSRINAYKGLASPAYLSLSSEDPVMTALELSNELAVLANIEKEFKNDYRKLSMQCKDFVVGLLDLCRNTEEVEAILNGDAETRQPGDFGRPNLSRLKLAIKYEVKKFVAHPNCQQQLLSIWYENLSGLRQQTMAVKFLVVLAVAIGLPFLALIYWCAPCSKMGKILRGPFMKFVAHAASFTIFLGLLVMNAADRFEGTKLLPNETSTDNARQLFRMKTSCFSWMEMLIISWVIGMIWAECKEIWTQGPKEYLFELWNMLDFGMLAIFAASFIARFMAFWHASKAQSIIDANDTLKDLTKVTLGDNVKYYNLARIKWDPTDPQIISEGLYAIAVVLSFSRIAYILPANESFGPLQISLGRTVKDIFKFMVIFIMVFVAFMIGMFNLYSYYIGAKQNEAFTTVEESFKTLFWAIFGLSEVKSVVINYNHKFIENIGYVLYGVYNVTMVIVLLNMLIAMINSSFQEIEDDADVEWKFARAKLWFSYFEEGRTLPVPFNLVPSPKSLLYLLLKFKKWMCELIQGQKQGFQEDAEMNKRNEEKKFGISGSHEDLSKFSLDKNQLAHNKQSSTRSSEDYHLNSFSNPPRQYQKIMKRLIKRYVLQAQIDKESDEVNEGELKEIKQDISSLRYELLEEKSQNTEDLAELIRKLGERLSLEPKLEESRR
TRPC4 block – blocks the mouse TRPC4 cation channel | 0.39% of 300,000 active | B-score at 10 µM | HEK293 TRPC4beta/mu-opioid, DAMGO-evoked Fluo4 calcium flux; stronger effect = lower value | Q9QUQ5;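 active = B-score over 3 SD under the library average, no early fluorescence shift, positive overall ratio signal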
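Assay system: HEK293 cells with stable TRPC4beta plus mu-opioid receptor expression. Dosing: single dose. Measured by: Fluo4 Ca2+ flux fluorescence. Also added: DAMGO in two steps, submaximal then maximal. Read-out: B score from integrated Fluo4 fluorescence ratio.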
RGS4 block – human RGS4 inhibition; HEK293 M3R/RGS4 inducible, Fluo-4 calcium flux; stronger effect = higher value; triggered by carbachol at its EC20; B-score at 10 µM; 0.45% of 310,000 active; AID 463165;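 active = B-score, a plate-corrected calcium signal, over three deviations above library mean, with baseline fluorescence within five deviations of library mean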;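 note: RGS4 expression induced by doxycycline in cells with stable M3 receptor; B-score is computed from the integrated fluorescence ratio over baseline after carbachol; higher B-score means a larger calcium signal and so more RGS4 inhibition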
Target sequence (P49798 whole entry, looked up): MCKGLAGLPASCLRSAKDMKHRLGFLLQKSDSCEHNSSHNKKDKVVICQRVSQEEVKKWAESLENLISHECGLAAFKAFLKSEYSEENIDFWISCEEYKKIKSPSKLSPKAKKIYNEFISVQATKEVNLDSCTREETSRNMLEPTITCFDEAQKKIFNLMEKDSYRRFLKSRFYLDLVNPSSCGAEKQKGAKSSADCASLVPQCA
SKKanGAS inh – inhibitors of SKKanGAS S. pyogenes growth in kanamycin (SK-promoter or general growth effect). BacTiter-Glo, 6 h. inhibition, % at 7.5 µM. 1.3% of 300,000 active;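 active = mean replicate score, as percent of positive control median, at least 50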;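 note: strain carries kanamycin resistance gene driven by streptokinase promoter and grows in 40 µg/ml kanamycin; loss of luminescence reflects streptokinase promoter inhibition or plain growth inhibition; 0% = median of DMSO wells and 100% = positive control at its reference dose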
HIF activator – HIF pathway transcriptional activation | U2OS HRE-luciferase reporter, luminescence; normalized: DMSO 0%, desferrioxamine 100% | activation, % at 7.5 µM (by protocol) | 0.32% of 300,000 active;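 active = mean activation of at least 10% of the iron chelator positive control signal, with at least half of replicates also reaching 10%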
TRPC6 activator – mouse TRPC6 channel activation. HEK293-TRPC6 membrane potential dye fluorescence; stronger effect = higher value. B-score at 10 µM. AID 2550. 0.13% of 310,000 active. Q61143;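 active = B-score of the integrated fluorescence ratio above library mean plus 3 SD, and starting fluorescence ratio within library mean plus 5 SD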;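 note: higher score means more depolarization so channel activation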
Platelet DG rel – modulates dense granule release in human platelets. 0.22% of 300,000 active. AID 1663. human platelet-rich plasma, SFLLRN dense granule ATP release, luminescence. inhibition, %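 (compounds screened at 7.5 µM in platelet-rich plasma)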;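 active = mean replicate score, as percent of positive control, at or above 50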
MrgX1 PAM – allosterically activates human MrgX1 receptor signaling | MrgX1-HEK293, Fluo-4 calcium flux, FDSS; stronger effect = higher value | 0.63% of 310,000 active | AID 588675 | B-score at 10 µM;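 active = plate-corrected calcium response at least 3 library SD above typical, normal starting fluorescence, not activating the receptor alone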;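 note: compound read alongside a low EC10 to EC30 dose of BAM8-22 agonist; peak minus trough fluorescence over baseline measured at the second addition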
MrgX1 antagonist – antagonists of human MrgX1 receptor | MRGX1-HEK293 calcium flux, Fluo-4, BAM8-22 antagonism; stronger effect = lower value | Q96LB2 | 1.3% of 310,000 active | B-score at 10 µM;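 active = calcium-response B-score plate-corrected more than 3 library SD below zero, starting fluorescence within 5 deviations, no agonist response on first addition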;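 note: peak minus trough fluorescence over baseline after final BAM8-22 challenge near maximal dose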
MrgX1 ag – activates human MrgX1 receptor signaling; 0.44% of 310,000 active; AID 588627; B-score at 10 µM; MrgX1-HEK293 cells, Fluo-4 calcium fluorescence, agonist mode; stronger effect = higher value;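 active = calcium response B-score plate-corrected fluorescence ratio at least 3 library SD, with starting fluorescence B-score inside 5 SD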
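Material: HEK293 cells stably expressing human MrgX1 receptor | Quantity: 15,000 cells per well | Times: Cells plated overnight, dye loaded 0.5 h 37 °C, 0.5 h room temperature | Measured by: Kinetic Fluo-4 NW fluorescence of intracellular calcium | Control set: Positive and negative controls per plate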
RGS4 act – RGS4 potentiation or activation; HEK293 M3R/inducible RGS4, carbachol calcium flux Fluo4; stronger effect = lower value; B-score at 10 µM; 0.92% of 310,000 active; AID 463111;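 active = B-score of the integrated calcium signal more than 4 SD below the library mean, with starting fluorescence not abnormally high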;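 note: negative B-score means reduced calcium response which marks RGS4 activation or potentiation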
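Assay system: HEK293 FlpIn-TREx cells, stable M3R, doxycycline-inducible RGS4 / Probe or stimulus: carbachol, ECmax concentration / Times: overnight RGS4 induction, 30 min dye load 37 °C, 20 min compound RT / Signal: kinetic calcium fluorescence imaging with Fluo4-AM dye, 2 µM / Measure: Agonist-evoked peak-minus-minimum fluorescence over baseline, integrated ratio, B score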
Active calls of the source: *; i = inactive. No enrichment for hits, and some 6.1% of all compounds hit somewhere here.

SMILES	TRPC6 inh	TRPC4 block	RGS4 block	SKKanGAS inh	HIF activator	TRPC6 activator	Platelet DG rel	MrgX1 PAM	MrgX1 antagonist	MrgX1 ag	RGS4 act
c1ccc(OCCCn2nnc(-c3ccc(N4CCOCC4)cc3)n2)cc1	i	i	i	-4	-0.3	i	6	i	i	i	i
Cc1ccc(CN2C(=O)CC(Nc3ccc(N4CCOCC4)cc3)C2=O)cc1 (centres undefined)	i	i	i	-1	-3.3	i	2	i	i	i	i
CCOC(=O)N1CCc2c(sc(NC(=O)c3ccc(S(=O)(=O)N4CCCC4)cc3)c2C#N)C1	i	i	i	19	0.3	i	5	i	i	i	i
Cc1[nH]c2ccc3c(ncn3CCC#N)c2c1C	i	i	i	4	-0.6	i	7	i	i	i	i
CC(=O)n1c(=O)oc2ccccc21	i	i	i	11	0.1	i	12	i	i	i	i
CN(NS(=O)(=O)c1ccc(Cl)cc1)c1nc(C(F)(F)F)nc2ccccc12	-5.6*	i	i	-2	-0.2	i	4	i	i	i	i
Cc1ccc(NC(=S)NC2CCCC2)c(C)c1	i	i	i	3	2.9	i	0	i	i	i	i
O=C(CN1CCN(c2cccc(Cl)c2)CC1)c1ccc(O)cc1O	i	i	i	-4	0.9	i	14	i	i	i	i
COc1ccc(CC(=O)N(Cc2ccccc2)C(C)C)cc1	i	i	i	-7	0.7	i	8	i	i	i	i
CCn1c(Cn2nnc(-c3ccccc3)n2)nnc1SCC(=O)Nc1cccc(C)c1C	i	i	i	-4	-0.4	i	-5	i	i	i	i
CC(C)n1c(SCC(=O)NC2CC2)nnc1-c1ccco1	i	i	i	2	0.1	i	-4	i	i	i	i
Cc1ccc(NC(=O)C2COc3ccccc3O2)nc1 (centres undefined)	i	i	i	4	2.1	i	1	i	i	i	i
Cc1ccnc(SCC(=O)Nc2cc(C)on2)n1	i	i	i	2	0.3	i	-3	i	i	i	i
COc1ccc(CN(C(C)=O)c2ccccc2C(=O)O)cc1	i	i	i	-7	-0.2	i	-8	i	i	i	i
Cc1[nH]c2ccc(C(=O)O)cc2c1C	i	i	i	-8	0.0	i	7	i	-8.6*	i	i
Cc1nnc(SCC(=O)Nc2cc(C(N)=O)cc(C(N)=O)c2)n1-c1ccccc1	i	i	i	-3	-1.1	i	-2	i	i	i	i
CCC1CCCCN1S(=O)(=O)c1ccc(C(=O)Nc2nnc(-c3ccccc3Cl)o2)cc1 (centres undefined)	i	i	i	110*	1.9	i	-2	i	i	38*	i
COc1ccc(-c2cc(C(=O)N(C)Cc3ccccc3)no2)cc1OC	i	i	i	-4	0.3	i	2	i	i	i	i
CCOc1ccc(N(CC(=O)Nc2ccc(C)cc2)S(=O)(=O)c2c(C)[nH]c(=O)[nH]c2=O)cc1	i	i	i	2	0.0	i	3	i	i	i	i
CN(C)CCCNc1ncnc2c1cnn2-c1ccccc1	i	i	i	-4	2.0	i	8	i	i	i	i
CC(C)(C)N(NC(=O)c1ccccc1)C(=O)c1cccc(C(=O)N(NC(=O)c2ccccc2)C(C)(C)C)c1	i	i	i	-3	-0.3	i	-7	i	i	i	i
CCOC(=O)Cc1csc(Nc2ccc(Cl)cc2)n1	i	i	i	-19	0.4	i	7	i	i	i	i
COc1cc(C(=O)Nc2ccc(N3CCOCC3)cc2)ccc1OCc1c(C)noc1C	i	i	i	1	0.0	i	9	i	i	i	i
O=C(NC1C2CCCC1CN(C1CC1)C2)c1ccc(Cl)cc1 (centres undefined)	i	i	i	2	-1.7	i	1	i	i	i	i
COc1cc2c(cc1OC)C(c1cccc(Br)c1)NC(=O)C2 (centres undefined)	i	i	i	-5	-0.1	i	5	i	i	i	i
O=C(Cc1ccc([N+](=O)[O-])cc1)Nc1ccc(C(=O)N2CCOCC2)cc1	i	i	i	6	0.3	i	-14	i	i	i	i
CCOC(=O)N/N=C/c1c(C)nn(-c2ccccc2Cl)c1Cl	i	i	i	-2	2.3	i	-3	i	i	i	i
COC(OC)C12c3ccccc3C(c3ccccc31)C1C(=O)N(c3cccnc3)C(=O)C12 (centres undefined)	i	i	i	-8	-44	i	-12	i	i	i	i
Cc1ccc(OCCn2cc(C=O)c3ccccc32)cc1	i	i	i	-3	-1.1	i	0	i	i	i	i
COc1cc(C(=O)NCC2(N(C)C)CCCCC2)ccc1OCc1ccccc1	i	i	i	-3	-17	i	-4	i	i	i	i
COc1ccc(OC)c2[nH]c(=O)c(CCNC(=O)C(C)C)cc12	i	i	i	-3	-0.1	i	-17	i	i	i	i
CN(C)c1nc(N)nc(-c2cccnc2)n1	i	i	i	-14	-0.4	i	-17	i	i	i	i
CCOc1ncnc2c1sc1nc(C)cc(C)c12	i	i	i	-12	0.2	i	-4	i	i	i	i
Cc1ccc(C)c(C(=O)O/N=C(\N)c2ccc(Br)cc2)c1	i	i	i	3	0.7	i	7	i	i	i	i
Cc1ccc(C(C)C)c(OCC(=O)Nc2ccc3c(c2)nc(CN2CCCC2)n3C)c1	i	i	i	-1	-0.2	i	13	i	i	i	i
COc1ccc(N(CC(=O)N/N=C/c2ccc(F)cc2)S(=O)(=O)c2ccccc2)cc1	i	i	i	2	-1.0	i	2	i	i	i	i
Cc1cc(OCC(=O)NCc2ccccn2)c2c(C)c(Cc3ccccc3)c(=O)oc2c1	i	i	i	19	0.3	i	8	i	i	i	i
O=C(O)CSCC(=O)N1N=C2/C(=C/c3ccccc3)CCCC2C1c1ccccc1 (centres undefined)	i	i	i	25	0.7	i	2	i	i	i	i
CC(=O)NCC1(O)CCCC(C)C1 (centres undefined)	i	i	i	2	-0.3	i	2	i	i	i	i
CCCCC1=NN(C(=O)c2cccnc2)C(O)(C(F)(F)F)C1 (centres undefined)	i	i	i	6	-0.7	i	0	i	i	i	i
O=C(Nc1ccc(NC(=O)c2cccs2)cn1)c1ccco1	i	i	i	-1	-23	i	12	i	i	i	i
CN(C)c1nc(SCCOC(=O)Nc2ccccc2)nc(N(C)C)n1	i	i	i	-7	0.0	i	-2	i	i	i	i
O=C(Cc1ccccc1)Nc1ccc(NC(=O)c2ccco2)cc1Cl	i	i	i	0	0.1	i	4	i	i	i	i
CC(=O)N(Cc1ccc(F)cc1)C1=C(NCCc2ccccc2)C(=O)c2ccccc2C1=O	-11*	i	i	39	-1.7	i	2	i	i	i	i
CCN(CC)CC(O)CN(c1ccccc1)S(=O)(=O)c1ccc2ccccc2c1 (centres undefined)	i	i	i	-3	-0.9	i	4	i	i	i	i
CCOC(=O)CSC1=C(C#N)C(c2ccccc2)C(C(C)=O)=C(C)N1 (centres undefined)	i	i	i	-2	0.2	i	4	i	i	i	i
COc1cccc(C2c3[nH]c4ccccc4c3CCN2Cc2cccc(C)n2)c1 (centres undefined)	i	i	i	35	-0.2	i	-3	i	i	i	i
Cc1cccc(C(=O)N=c2c(C#N)cc3c(=O)n4cccc(C)c4nc3n2Cc2ccco2)c1	-5.1*	i	i	29	0.4	i	2	i	i	i	i
CCN(CC)CCn1c(NS(=O)(=O)c2ccc(Cl)cc2)nc2ccccc21	i	i	i	5	-1.1	i	4	i	i	i	i
COc1ccc(Cn2nnnc2CN(Cc2cc3cc(C)ccc3[nH]c2=O)C2CCCC2)cc1	i	i	i	-21	0.1	i	3	i	i	i	i
CCOC(=O)C1C(=O)CC(C)(O)C(C(=O)OCC)C1c1cc(Br)ccc1OC (centres undefined)	i	i	i	5	0.1	i	4	i	i	i	i
COc1cc(CC(NC(C)=O)C(=O)NC2CCN(C(=O)Nc3ccc(C)cc3)CC2)cc(OC)c1 (centres undefined)	i	i	i	6	0.5	i	-5	i	i	i	i
COc1ccc(NC(=O)c2ccc(-n3cccn3)c([N+](=O)[O-])c2)cc1	i	i	i	-7	1.5	i	1	i	i	i	i
Cc1cc(C)c(S(=O)(=O)N/N=C/c2ccc3c(c2)OCO3)c(C)c1	i	i	i	17	1.6	i	21	i	i	i	i
COc1cc(Cl)c(CN2CCCC(CO)(Cc3ccccc3F)C2)cc1OC (centres undefined)	i	i	i	-3	0.5	i	2	i	i	i	i
C[C@H]1CCC[C@@]2(O[C@H](CCO)C[C@H](O)[C@H]2O)O1	i	i	i	5	-0.6	i	-4	i	i	i	i
Cc1ccc(CCNC(=O)C2CCC(=O)N2CCc2ccccc2)cc1 (centres undefined)	i	i	i	0	0.0	i	4	i	i	i	i
Cc1ccccc1N(C(=O)Cc1cccs1)C(C(=O)NCC1CCCO1)c1cccnc1 (centres undefined)	i	i	i	11	-0.2	i	-1	i	i	i	i
CCn1c(=N)n(CC(=O)C(C)(C)C)c2ccccc21	i	i	i	-2	0.3	i	1	i	i	i	i
N#CC1=C2N=C(N)c3ccccc3N2C2=C(C(=O)CCC2)C1c1cccc(Cl)c1 (centres undefined)	i	i	i	13	-0.4	i	-11	i	i	i	i

(cont.)
SMILES	TRPC6 inh	TRPC4 block	RGS4 block	SKKanGAS inh	HIF activator	TRPC6 activator	Platelet DG rel	MrgX1 PAM	MrgX1 antagonist	MrgX1 ag	RGS4 act
COc1ccc(NC(=S)Nc2cccc3ccccc23)cc1OC	i	i	i	-1	0.3	i	-7	i	i	i	i
CC(Sc1ccccn1)C(=O)Nc1ccccc1 (centres undefined)	i	i	i	2	2.0	i	-9	i	i	i	i
O=S(=O)(Cc1ccccc1)N1CCc2ccccc21	i	i	i	-4	-0.1	i	-8	i	i	i	i
O=C(CN(C(=O)c1csnn1)c1cccc(C(F)(F)F)c1)NCCc1ccccc1	i	i	i	15	0.0	i	-1	i	i	i	i
COc1ccc2nc(SCC(=O)Nc3ccc4sc(C)nc4c3)c(C#N)cc2c1	i	i	i	-4	0.9	i	12	i	i	i	i
CCOC(=O)c1[nH]c2ccc(OC)cc2c1NC(=O)OC	i	i	i	-8	-0.4	i	-3	i	i	i	i
COC(=O)c1ccc(CN2C(=O)NC3(CCCCC3)C2=O)cc1	i	i	i	1	4.5	i	0	i	i	i	i

Random excerpt: two entries already listed.
SMILES	TRPC6 inh	TRPC4 block	RGS4 block	SKKanGAS inh	HIF activator	TRPC6 activator	Platelet DG rel	MrgX1 PAM	MrgX1 antagonist	MrgX1 ag	RGS4 act
Cc1ccc(CCNC(=O)C2CCC(=O)N2CCc2ccccc2)cc1 (centres undefined)	i	i	i	0	0.0	i	4	i	i	i	i
Cc1[nH]c2ccc(C(=O)O)cc2c1C	i	i	i	-8	0.0	i	7	i	-8.6*	i	i

Screens from PubChem.
